Screening results (PubChem)
CIT2-GFP yeast: alters CIT2-GFP fluorescence in TOR pathway yeast screen | AID 2029 | GFP response vs DMSO, % at 10 µM | S. cerevisiae CIT2-GFP strain, flow cytometry, 3 h; 100 means same as DMSO wells | 320,000 tested, 0.065% active;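 active means GFP response relative to DMSO above a set limit, near the screen mean plus 3 SD, cut at about 150% in these data; inconclusive means Fewer than 70 cells measured for a yeast strain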;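 further: ratio of well median GFP fluorescence to mean of DMSO wells on the plate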
AGP1 TOR yeast: yeast TOR pathway AGP1-GFP modulation; S. cerevisiae AGP1-GFP multiplex flow cytometry, 3 h; GFP as percent of DMSO wells; GFP response vs DMSO, % at 10 µM; 320,000 tested, 0.02% active; AID 2066;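 active means GFP response relative to DMSO above a set limit, near screen average plus 3 SD, cut at about 150% in these data; inconclusive means fewer than 70 cells counted for the yeast strain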;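 further: median GFP channel fluorescence of the gated AGP1 strain per well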
LAP4 TOR yeast: modulators of TOR pathway LAP4-GFP in S. cerevisiae | 320,000 tested, 0.34% active | AID 2023 | S. cerevisiae LAP4-GFP multiplex, flow cytometry GFP, 3 h; median GFP as percent of DMSO wells | GFP response vs DMSO, % at 10 µM;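 active means GFP response vs DMSO above a set limit, about the screen mean plus 3 SD, cut at about 150% in these data; inconclusive means under 70 cell events counted for the yeast strain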
JMJD2C inh: inhibitors of human GASC-1 (JMJD2C) demethylase | Q9H3R0 | GST-JMJD2C(1-420) H3K9me3 demethylation, DELFIA europium | inhibition, % at 2.35 µM | 330,000 tested, 0.069% active | AID 2099;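 active means more than half of a compound's replicate wells show inhibition beyond 50%, single wells judged on their own value; inconclusive means some, but no more than half, of replicates pass 50% inhibition; inactive means no replicate passes 50% inhibition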;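 further: signal counts dimethyl H3K9 product captured on neutravidin plate; 0% = median of DMSO wells and 100% = 0.3 times that DMSO median; strong numbers were not always called active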
RPL19A TOR yeast: alters RPL19A-GFP fluorescence in TOR pathway yeast screen. S. cerevisiae RPL19A-GFP strain, flow cytometry, 3 h; stronger effect = lower value. percent response vs DMSO, % at 10 µM. 330,000 tested, 0.3% active;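 active means percent response vs DMSO below 50%; inconclusive means fewer than 70 events counted for the yeast strain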;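 further: median channel GFP fluorescence of the barcoded RPL19A-GFP strain; ratio of sample median GFP to plate DMSO average so 100% = DMSO; lower means less RPL19A-GFP as with rapamycin TOR inhibition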
MEP2 TOR yeast: yeast TOR pathway MEP2-GFP modulation | 330,000 tested, 0.51% active | GFP response vs DMSO, % at 10 µM | S. cerevisiae MEP2-GFP strain, flow cytometry GFP, 3 h; 100% = DMSO control level;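 active means GFP response versus DMSO above a set limit, roughly screen mean plus 3 SD, cut at about 180% in these data; inconclusive means fewer than 70 cells counted for a yeast strain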;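 further: median GFP fluorescence of the barcode-gated MEP2-GFP cells per well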
VLA-4 inh: inhibition in a human VLA-4 binding assay | inhibition, % (about 7 µM as worked out from the volumes in the protocol) | VLA-4 expressing cells, ligand binding flow cytometry | 330,000 tested, 0.2% active | AID 2557 | P13612; in the data active means inhibition above about 50%
Target sequence (P13612 whole entry, looked up): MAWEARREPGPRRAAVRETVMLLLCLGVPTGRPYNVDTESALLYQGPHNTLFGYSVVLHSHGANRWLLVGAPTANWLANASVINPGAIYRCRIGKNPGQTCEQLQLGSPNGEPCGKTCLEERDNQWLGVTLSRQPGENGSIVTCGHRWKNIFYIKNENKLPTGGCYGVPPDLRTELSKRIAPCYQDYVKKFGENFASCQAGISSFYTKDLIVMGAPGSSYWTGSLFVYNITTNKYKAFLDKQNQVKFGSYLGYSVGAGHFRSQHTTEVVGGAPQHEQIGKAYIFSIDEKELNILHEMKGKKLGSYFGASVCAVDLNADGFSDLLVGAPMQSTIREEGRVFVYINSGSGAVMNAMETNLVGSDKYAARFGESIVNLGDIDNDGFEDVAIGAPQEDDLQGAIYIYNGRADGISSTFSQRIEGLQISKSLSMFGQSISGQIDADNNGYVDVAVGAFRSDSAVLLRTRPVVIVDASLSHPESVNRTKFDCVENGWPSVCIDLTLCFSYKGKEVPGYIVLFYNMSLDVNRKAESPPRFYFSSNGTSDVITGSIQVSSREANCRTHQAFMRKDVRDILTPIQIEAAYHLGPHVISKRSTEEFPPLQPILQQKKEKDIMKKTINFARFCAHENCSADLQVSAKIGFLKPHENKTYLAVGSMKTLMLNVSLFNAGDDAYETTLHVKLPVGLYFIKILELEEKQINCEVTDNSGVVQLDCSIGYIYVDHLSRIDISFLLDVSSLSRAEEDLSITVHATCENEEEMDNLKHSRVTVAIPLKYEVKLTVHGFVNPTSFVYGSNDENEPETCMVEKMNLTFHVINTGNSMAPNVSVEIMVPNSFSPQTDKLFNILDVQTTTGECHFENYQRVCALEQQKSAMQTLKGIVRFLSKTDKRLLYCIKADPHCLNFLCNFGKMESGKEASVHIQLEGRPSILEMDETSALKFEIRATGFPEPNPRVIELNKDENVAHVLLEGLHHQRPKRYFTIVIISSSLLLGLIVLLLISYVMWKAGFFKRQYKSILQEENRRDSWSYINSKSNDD
GRK2 inh: inhibitors of human GRK2 displacing RNA aptamer. P25098. bead flow cytometry, FAM-aptamer displacement from GRK2. inhibition of aptamer binding, % at 10 µM. 330,000 tested, 0.59% active. AID 488847;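 active means inhibition of aptamer binding above 40%, roughly 3 SD of noise, on plates passing a quality check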;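 further: median bead fluorescence of bound FAM aptamer so fluorescent compounds give negative values; no value below 0 was filed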
Numbers without * were called inactive; i = inactive; ? = inconclusive; · = not tested or not shown; & = joins results of further samples. Random draw from the library, and some 1.7% of all compounds hit somewhere here.

SMILES	CIT2-GFP yeast	AGP1 TOR yeast	LAP4 TOR yeast	JMJD2C inh	RPL19A TOR yeast	MEP2 TOR yeast	VLA-4 inh	GRK2 inh
CC(=O)c1c(C)[nH]c(=S)c(C#N)c1-c1ccc(Cl)cc1	108.7	106.8	112.3	12.7	102.2	104.7	-6.9	0.0
COc1ccc(OC)c(C(=O)c2ccc(C(=O)Nc3ccccc3)cc2)c1	98.0	94.7	97.1	3.1	102.0	104.6	7.5	0.0
O=C(O)c1ccccc1-c1ncc(-c2ccccc2)o1	89.0	98.6	121.6	1.0	102.9	99.7	14.3	1.0
CCc1cccc(N(C(=O)c2csnn2)C(C(=O)NC2CCCCC2)c2cccnc2)c1 (stereo not drawn)	118.2	102.7	97.7	10.6	102.6	108.6	-5.0	2.0
COc1ccc2cc(CCNS(=O)(=O)c3c(C)cc(C)cc3C)c(=O)[nH]c2c1	106.2	101.9	91.8	-17.3	99.0	100.2	7.7	0.0
Cc1nc2c(sc(=S)n2Cc2ccco2)c(=O)n1CC(=O)Nc1ccccc1	103.8	95.4	91.5	10.6	97.5	103.5	5.3	0.0
CC(=O)Nc1ccccc1P(=O)(c1ccccc1)c1ccccc1OC(C)=O (stereo not drawn)	110.5	118.5	112.1	-14.9	98.8	99.6	3.1	1.0
COC(=O)CC1=NN(c2ccccc2)C(=O)/C1=C\c1ccc(OC)cc1	84.6	87.0	129.4	20.1	98.0	144.4	8.2	1.0
Cc1ccc(CNc2nc(N)c([N+](=O)[O-])c(NCCO)n2)cc1	97.9	109.3	106.1	4.1	94.9	99.1	21.0	0.0
Cc1cc(C(=O)N2CCN(c3ccccn3)CC2)c(C)o1	·	99.9	93.4	1.9	105.0	100.8	1.2	4.0
O=C(NCc1ccco1)c1nc(-c2ccccc2)n(-c2ccccc2)n1	93.2	·	99.5	4.8	90.6	90.8	8.5	0.0
Cc1csc(NC(=O)C2CCCN(S(=O)(=O)c3cnc[nH]3)C2)n1 (stereo not drawn)	99.0	102.7	93.4	-6.3	97.6	99.7	-7.2	0.0
O=C(NCc1ccc2c(c1)OCO2)C(=O)NCC(c1ccco1)N1CCN(c2ccccc2)CC1 (stereo not drawn)	95.7	110.7	110.2	-3.9	96.1	91.2	3.0	0.0
Cc1cc(C(=O)NCCCOC(C)C)c2ccccc2n1	91.7	103.6	108.0	5.5	105.9	114.0	3.9	0.0
CC(C)(C)NC(=O)NC(=O)CN1CCN(C(c2ccccc2)c2ccccc2)CC1	100.7	99.7	101.1	-11.4	95.3	95.4	15.8	0.0
O=C(c1ccc(Cn2c(=S)[nH]c3ccccc3c2=O)cc1)N1CCN(c2ccccn2)CC1	112.2	102.8	99.4	1.2	100.4	107.1	-11.6	1.0
O=C(Cc1ccc(Cl)cc1)NCCS(=O)(=O)N1CCN(c2ccccc2F)CC1	100.8	100.5	99.8	7.3	104.2	107.3	8.6	0.0
C=CCn1c(SCC(=O)OCC)nc2cc(C(=O)NCc3ccco3)ccc2c1=O	96.5	82.9	92.8	-5.9	87.2	98.4	4.7	0.0
O=C(NCCS(=O)(=O)c1ccc(Br)cc1)c1c(F)cccc1F	128.2	112.6	104.1	-4.1	96.1	112.0	-5.4	0.0
O=C(c1ccccc1)N1N=C(c2ccccc2)CC1c1ccccc1 (stereo not drawn)	102.1	101.6	95.5	2.1	108.1	106.9	25.3	0.0
COc1ccc(CCNC(=O)CSc2nn(-c3ccccc3)c(=S)s2)cc1	91.0	101.3	100.5	-2.4	96.4	95.7	-2.9	3.0
CCCCCSc1nc2c(cnn2-c2ccccc2)c(=O)[nH]1	96.9	100.1	104.7	0.4	99.6	108.5	8.3	1.0
CC(C)(C)OC(=O)N1CCOCCOCCN(C(=O)OC(C)(C)C)CCOCCOCC1	·	106.5	91.2	-32.1&-0.3	102.7	101.5	1.3	1.0
CN(CC(=O)NCc1ccccc1Cl)S(=O)(=O)c1ccc2c(c1)n(C)c(=O)c(=O)n2C	95.3	88.2	90.7	3.8	90.6	100.0	19.4	3.0
O=C(c1ccc(Cl)cc1)C1CCCN(Cc2cccn2-c2cccnc2)C1 (stereo not drawn)	89.0	98.3	96.8	-7.7	94.6	100.6	-15.9	0.0
COc1cc(OC)cc(C(=O)Nc2ccc(N3CCOCC3)cc2N2CCOCC2)c1	92.3	100.0	102.8	-2.3	97.4	100.0	4.2	0.0
COc1cc(OC)c2ccc(=O)oc2c1C(CCN1CCCC1)c1ccc(N(C)C)cc1 (stereo not drawn)	98.6	100.7	94.0	-0.1	99.8	105.7	18.0	0.0
CCOC(=O)C1=C(C)NC(=O)NC1c1ccc(OC)c(CN2CCOCC2)c1 (stereo not drawn)	104.5	102.7	105.3	-1.7	99.6	103.9	4.5	0.0
CCC(C)SCc1nc2ccccc2[nH]1 (stereo not drawn)	105.0	99.3	102.1	-5.2	102.0	101.1	-2.3	3.0
CC(CCC(=O)Nc1nncs1)C(=O)O (stereo not drawn)	102.6	102.6	97.6	-17.4	101.5	102.0	11.2	27.0
CCCCOC(=O)c1ccc(NC(=O)c2c(Cl)ccc(Cl)c2OC)cc1	77.7	89.0	103.8	2.3	94.0	95.0	28.9	2.0
CC(=O)N(c1ccccc1)C1CCCC1	99.9	97.5	83.6	4.7	105.6	90.7	2.3	0.0
O=[N+]([O-])c1ccc(-c2nnc3cccc(Cl)n23)cc1	90.5	97.9	101.5	1.1	102.8	107.6	2.4	0.0
CN(CC(=O)Nc1ccccc1Cl)C(=O)CCSc1ccc(F)cc1	95.2	101.7	102.8	-1.8	100.0	100.4	-0.1	1.0
CCCCCCCCCCOC(=O)Cn1c(COc2ccccc2)[n+](C)c2ccccc21	106.2	101.0	90.5	-2.6	103.0	112.7	-10.6	0.0
COC(=O)c1cc(OC)ccc1-c1ccc(OC)cc1	92.9	100.7	113.4	11.3	97.4	106.0	0.7	0.0
CCOC(=O)c1ccc(NC(=O)c2cc(OC)c(OC)c(OC)c2Br)cc1	100.5	94.5	91.2	0.1	101.8	98.0	6.0	0.0
COc1ccc(C(=O)NNC(=O)OC(C)(C)C)cc1	95.7	96.2	117.2	-4.9	91.1	100.5	-9.8	0.0
Cc1cc(=O)n2c(n1)OC(CO)C2 (stereo not drawn)	97.1	101.7	100.1	-7.5	95.2	101.0	2.6	0.0
CS(=O)(=O)N(CC(=O)N1CCCC1)c1ccc(Cl)c(Cl)c1	88.4	92.0	99.5	8.8	94.7	94.7	-20.5	1.0

Five entries picked at random from those above, as already listed:
SMILES	CIT2-GFP yeast	AGP1 TOR yeast	LAP4 TOR yeast	JMJD2C inh	RPL19A TOR yeast	MEP2 TOR yeast	VLA-4 inh	GRK2 inh
O=C(NCc1ccc2c(c1)OCO2)C(=O)NCC(c1ccco1)N1CCN(c2ccccc2)CC1 (stereo not drawn)	95.7	110.7	110.2	-3.9	96.1	91.2	3.0	0.0
CC(=O)N(c1ccccc1)C1CCCC1	99.9	97.5	83.6	4.7	105.6	90.7	2.3	0.0
CC(C)(C)NC(=O)NC(=O)CN1CCN(C(c2ccccc2)c2ccccc2)CC1	100.7	99.7	101.1	-11.4	95.3	95.4	15.8	0.0
COc1ccc(CCNC(=O)CSc2nn(-c3ccccc3)c(=S)s2)cc1	91.0	101.3	100.5	-2.4	96.4	95.7	-2.9	3.0
CCOC(=O)c1ccc(NC(=O)c2cc(OC)c(OC)c(OC)c2Br)cc1	100.5	94.5	91.2	0.1	101.8	98.0	6.0	0.0

(list continues)
SMILES	CIT2-GFP yeast	AGP1 TOR yeast	LAP4 TOR yeast	JMJD2C inh	RPL19A TOR yeast	MEP2 TOR yeast	VLA-4 inh	GRK2 inh
O=C(CSc1nncn1-c1ccccc1)N1CCCC1	105.5	99.7	93.2	3.3	100.9	102.3	37.8	3.0
CSc1nnc(N2C(=O)C(O)=C(C(=O)c3ccco3)C2c2ccccc2F)s1 (stereo not drawn)	98.2	93.0	101.1	41.6	101.2	105.7	-2.1	0.0
CCc1ccc(CN(C)C(=O)c2cc(S(=O)(=O)N3CCN(CC)CC3)ccc2Cl)cc1	89.2	91.3	90.6	?	104.6	102.0	-2.6	2.0
Cc1ccc(NC(=O)CCC(=O)N/N=C/c2cccnc2)cc1	105.4	106.4	102.5	-2.3	102.6	102.6	-0.1	2.0
COC(=O)c1ccc(OCC(O)CN2CCN(CC(O)COc3ccc(C(=O)OC)cc3)CC2)cc1 (stereo not drawn)	95.0	99.2	94.7	i	102.2	103.0	5.4	0.0
COCCCNc1ncnc2sc3c(c12)CCC(C)C3 (stereo not drawn)	94.3	91.5	104.5	5.8	95.6	99.0	11.0	1.0
Cc1ccc(C)c(NC(=O)CN(C)S(=O)(=O)c2ccc(F)cc2)c1	96.5	97.0	99.5	5.5	95.8	100.2	5.4	1.0
Cc1ccc(-c2noc(-c3ccccc3F)n2)cc1	98.9	104.9	94.7	-1.2	102.7	100.5	-8.6	0.0
O=C(C1CCN(c2ccc(N3CCOCC3)nn2)CC1)N1CCc2ccccc2C1	97.2	98.3	99.1	3.9	94.4	93.6	-1.0	0.0
COC(=O)c1c(NC(=O)CSc2nnnn2C)sc(C)c1C	87.9	96.2	105.0	-9.1	96.7	99.5	12.2	3.0
CC1CCN(C(=O)COc2ccccc2F)CC1	86.3	85.6	88.6	-42.7	88.9	91.8	4.7	2.0
Cc1ccccc1OCC(=O)NCCNC(=O)c1ccncc1	106.2	93.7	94.2	-4.2	103.8	106.8	-1.9	0.0
CC1CC(C)CN(C(=O)COC(=O)c2ccc3c(c2)C(=O)N(Cc2ccco2)C3=O)C1 (stereo not drawn)	90.3	99.1	90.1	15.7	92.2	101.1	7.9	0.0
N#Cc1ccc(C(=O)Nc2ccn(-c3ccccc3)n2)cc1	92.8	91.6	95.7	21.8	102.3	92.0	17.9	6.0
C=CCn1c(SCc2c(C(=O)OC)sc(N)c2C(=O)OC)nnc1-c1ccc(Cl)cc1	108.3	112.8	108.2	-1.4	105.1	107.3	4.2	2.0
COc1ccc(NC(=O)CN(C)CC(=O)Nc2ccc3c(c2)CCC3)cc1	101.5	105.3	97.1	1.9	100.6	100.3	5.1	1.0
COc1cccc(/C=C2\SC(=O)N(CCC(=O)NNC(=O)c3ccccc3Cl)C2=O)c1	107.5	100.4	100.3	4.4	96.5	96.3	7.9	0.0
COc1ccc([C@H]2CC(=O)C=C(c3ccc(OC)c(OC)c3)C2)cc1	97.0	91.7	106.8	-5.2	94.3	95.7	-4.1	3.0
O=C(COC(=O)c1cc(NS(=O)(=O)c2cccs2)ccc1O)Nc1ccc(F)c(F)c1F	100.7	101.2	101.2	11.9	97.9	96.7	2.1	0.0
Cc1[nH]n(C)c(=O)c1C(=O)c1c(-c2ccccc2Cl)noc1C	95.0	106.4	97.5	-0.1	91.5	83.1	17.6	0.0
CCc1ccc(C(=O)N/N=C/c2ccc(Cl)cc2Cl)nc1	90.1	90.6	94.1	-5.6	97.8	101.6	13.4	1.0
Cc1ccc(S(=O)(=O)Oc2ccccc2/C=N/N=C(N)N)cc1	101.8	99.5	93.9	-2.2	102.7	104.2	0.0	0.0
Cc1ccc(COn2c(-c3ccc(Cl)cc3Cl)nc3ncccc32)cc1	102.2	99.4	92.0	-2.3	95.6	97.2	-8.2	4.0
